PHOSPHO1 block – PubChem AID 1565; recombinant PHOSPHO1, absorbance phosphatase assay; inhibition, % at 13.3 µM; 290,000 compounds, 1.1% hits; in the data active = inhibition above about 60%
Target sequence (Q8TCT1 whole entry, looked up): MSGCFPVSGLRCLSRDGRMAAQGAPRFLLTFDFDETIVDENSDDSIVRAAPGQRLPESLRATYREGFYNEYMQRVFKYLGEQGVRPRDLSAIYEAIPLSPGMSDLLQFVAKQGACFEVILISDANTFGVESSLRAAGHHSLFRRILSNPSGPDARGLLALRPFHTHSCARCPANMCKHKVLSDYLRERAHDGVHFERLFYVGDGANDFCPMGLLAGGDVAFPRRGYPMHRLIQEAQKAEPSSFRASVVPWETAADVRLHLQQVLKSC
GPR7 antag – GPR7 receptor antagonists, primary screen, cell-based, fluorescence, single concentration | Neuropeptides B/W receptor type 1 (Homo sapiens), P48145 | GPR7-expressing cells, fluorescence antagonist assay | inhibition, % at 4.4 µM | 290,000 compounds, 1.1% hits | AID 1861, 2009; in the data active = inhibition above about 16%, passing the limit was not always enough;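 also: cells stimulated with the agonist NPW; 0% = agonist with vehicle and 100% = vehicle without agonist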
Target sequence (P48145 whole entry, looked up): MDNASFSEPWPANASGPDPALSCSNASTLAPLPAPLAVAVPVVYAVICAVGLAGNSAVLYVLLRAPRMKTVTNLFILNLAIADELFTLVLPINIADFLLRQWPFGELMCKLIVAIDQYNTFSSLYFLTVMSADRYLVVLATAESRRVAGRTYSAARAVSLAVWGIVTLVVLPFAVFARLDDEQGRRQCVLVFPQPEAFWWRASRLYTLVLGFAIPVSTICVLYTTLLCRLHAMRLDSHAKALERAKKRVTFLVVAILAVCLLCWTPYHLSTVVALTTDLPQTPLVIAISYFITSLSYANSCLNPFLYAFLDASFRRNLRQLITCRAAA
NS3 helicase inh – inhibitors of HCV NS3 helicase, primary screen, biochemical, Cy5 molecular beacon fluorescence; AID 1800, 2009; NS3 helicase DNA unwinding; inhibition, % at 10.9 µM; Hepatitis C virus NS3 helicase; 290,000 compounds, 0.56% hits;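 active = inhibition above the mean of all tested compounds plus 3 SD, set per campaign, cut at about 35% in these data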;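 also: 0% = DMSO wells and 100% = thioflavine S control wells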
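Assay system – hepatitis C virus NS3 helicase domain fragment enzyme · Buffer or medium – MOPS pH 6.5, MgCl2, DTT, Tween20, BSA · Reagent – Cy5/quencher beacon DNA duplex and ATP to start · Compound – single 10.9 µM dose · Timing – 1 h at 25 °C · Technique – Cy5 beacon fluorescence read at start and 1 h · Measure – % inhibition of unwinding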
OXTR agonist – human OXTR agonists, primary screen, fluorescence, CHO-OTR cells, Fluo-8 calcium; Oxytocin receptor (Homo sapiens), P30559; Fluo-8 calcium fluorescence; normalized: DMSO 0%, oxytocin 100%; activation, % at 3 µM; 320,000 compounds, 0.32% hits; AID 2435, 2010;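 active = activation above the mean of all tested compounds plus 3 SD, cutoff set per screening run, cut at about 20% in these data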;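 also: peak over basal fluorescence ratio from a 100 s FLIPR kinetic read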
Target sequence (P30559 whole entry, looked up): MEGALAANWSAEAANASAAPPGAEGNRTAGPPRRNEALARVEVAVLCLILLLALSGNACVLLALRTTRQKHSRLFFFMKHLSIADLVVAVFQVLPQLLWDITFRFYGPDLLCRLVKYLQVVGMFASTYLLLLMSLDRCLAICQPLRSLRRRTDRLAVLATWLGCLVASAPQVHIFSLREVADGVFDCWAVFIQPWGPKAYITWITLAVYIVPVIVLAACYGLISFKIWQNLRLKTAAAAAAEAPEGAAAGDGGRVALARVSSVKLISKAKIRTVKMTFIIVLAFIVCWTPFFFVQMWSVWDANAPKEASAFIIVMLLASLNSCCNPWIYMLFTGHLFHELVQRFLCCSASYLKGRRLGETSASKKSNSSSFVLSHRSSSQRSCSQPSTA
VIM-2 inh – VIM-2 metallo-beta-lactamase inhibitors, primary screen, biochemical, epi-absorbance readout, Pseudomonas aeruginosa enzyme; inhibition, % at 5.6 µM; purified VIM-2, nitrocefin hydrolysis, epi-absorbance fluorescence; 290,000 compounds, 0.89% hits; AID 1527, 2009;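 active = inhibition above the mean of all tested compounds plus 3 SD, cutoff set per screening run, cut at about 7.5% in these data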;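 also: red hydrolysis product quenches plate fluorescence so inhibitors raise well fluorescence; 0% = enzyme with DMSO and 100% = DMSO without enzyme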
GalR3 antagonist – GalR3 antagonists in HEK293 cells, primary screen, cell-based, fluorescence readout | HEK293 GalR3-CNG cAMP membrane potential fluorescence; galR3 body fused to GalR1 C-terminus | inhibition, % at 3 µM | 360,000 compounds, 0.44% hits;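 active = inhibition above the screen-wide average plus 3 SD, cut at about 13% in these data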;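 also: forskolin and galanin both at EC90 stimulate the cells; cAMP rise reported by CNG channel membrane potential dye signal; 0% = forskolin plus galanin with DMSO and 100% = forskolin alone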
DNA FID counter – compounds displacing fluorescent DNA intercalator, primary screen, artefact control for HCV NS3 helicase inhibitor project, biochemical, FID fluorescence. 290,000 compounds, 0.17% hits. inhibition, % at 7.9 µM. AID 1845, 2009. DNA fluorescent intercalator displacement; in the data active = inhibition above about 37%;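 also: 0% = vehicle and 100% = reference compound; higher means more ethidium bromide displaced from hairpin DNA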
IMP-1 inhibitor – IMP-1 metallo-beta-lactamase inhibitors, primary screen, biochemical, epi-absorbance readout, Pseudomonas aeruginosa enzyme. metallo-beta-lactamase IMP-1 (Pseudomonas aeruginosa). purified IMP-1, nitrocefin hydrolysis, epi-absorbance fluorescence. inhibition, % at 5.6 µM. 290,000 compounds, 0.45% hits. AID 1556, 2009;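 active = inhibition above the mean plus 3 SD of all compounds in the same screening run, cut at about 4.5% in these data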;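 also: 0% = IMP-1 with DMSO and 100% = DMSO wells lacking enzyme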
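System: purified IMP-1 / Input: IMP-1 dispensed at 0.2 nM / Medium: 50 mM HEPES pH 7.1, 50 µM ZnSO4, 0.05% Brij 35 / Timing: 15 min enzyme–compound preincubation, then 25 min nitrocefin reaction, 25 °C / Technique: plate fluorescence quenching by hydrolysis product, ex 480/em 530 nm / Repeats: singlicate testing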
V1R ag counter – agonists of human V1a receptor, primary screen, counter-screen for OXTR agonist project, fluorescence, CHO-V1R cells; Fluo-8 calcium fluorescence, agonist mode; 0% DMSO, 100% 3 nM vasopressin; activation, % at 3 µM; Vasopressin V1a receptor (Homo sapiens), P37288; 320,000 compounds, 0.25% hits;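 active = activation above the mean activation of all tested compounds plus 3 SD, per screening run, cut at about 20% in these data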;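 also: signal is peak over basal fluorescence ratio across a 100 second FLIPR read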
An asterisk follows results filed as active; x = no result given.

SMILES	PHOSPHO1 block	GPR7 antag	NS3 helicase inh	OXTR agonist	VIM-2 inh	GalR3 antagonist	DNA FID counter	IMP-1 inhibitor	V1R ag counter
c1ccc(CCn2nnc3ccccc32)cc1	21	-6	11	-1.5	0.4	-7	0	-1.1	0.5
c1ccc(C2CN3CCSC3=N2)cc1 (stereo unspecified)	-4	-9	-4	0.8	-1.7	-4	-3	-0.2	0.7
Cc1c(Cl)c([N+](=O)[O-])nn1CC(=O)NCCCN1CCOCC1	14	0	15	0.6	2.1	-2	1	-0.9	0.9
COc1ccccc1C(=O)Nn1c(C)nc2ccccc2c1=O	14	-6	1	1.3	-1.4	-9	-4	-1.4	0.1
Cc1cc(C(=O)COC(=O)c2ccc(O)cc2)c(C)n1Cc1ccco1	-24	2	-3	11	-3.1	-2	-12	-2.5	7.6
NS(=O)(=O)c1ccc(CNC(=O)c2ccc(Cl)cc2[N+](=O)[O-])cc1	-12	-5	-8	-0.3	-1.1	-4	1	-2.5	0.7
COc1ccc(Cn2c(C)nc([N+](=O)[O-])c2SCC(=O)O)cc1[N+](=O)[O-]	37	-4	17	-0.6	-1.5	-3	-2	-1.6	0.2
COc1ccc(NC(=S)NNC(=O)c2cccnc2)cc1OC	34	-10	0	1.7	-2.7	-2	-6	-2.8	-0.3
COc1cnn(-c2ccccc2)c(=O)c1N(C)C	-27	-12	4	-0.4	-2.8	-5	-3	-2.7	0.3
O=C(CCc1ccccc1)NCCCN1CCOCC1	22	5	9	0.0	-4.7	-1	0	-4.2	-0.7
O=C(COC(=O)C1COc2ccccc2O1)NC1CCS(=O)(=O)C1 (stereo unspecified)	-23	-7	-3	-0.1	-4.9	-1	0	-3.1	0.3
CCOc1ccc(NC(=O)C/C(C)=N/NC(=O)Cc2ccc(Cl)cc2)cc1	45	-5	-3	-1.9	-4.1	-6	-22	-2.6	-0.7
Cc1csc(NC(=O)c2cccn2C)n1	-32	-12	-11	0.3	-3.6	-8	-3	-2.6	-0.1
COc1ccc(NC(C)=O)cc1S(=O)(=O)Nc1ccc2c(c1)OCCO2	50	1	-6	0.4	-0.2	-3	-3	-1.1	0.6
CCOc1ccccc1Nc1ncnc2ccccc12	-3	-3	-6	-1.8	1.3	-3	-4	0.4	0.4
CC(C)(C)C(=O)OC/C(N)=N/OC(=O)c1ccc(Cl)c(Cl)c1	25	-8	-7	2.0	-4.3	-3	-15	-0.7	1.3
COc1c(F)c(F)c(C(=O)O)c(Nc2ccccc2)c1F	42	-6	1	-0.8	0.5	-7	2	-2.0	0.1
O=C(CS(=O)(=O)Cc1ccccc1)Nc1cccnc1	0	-7	-5	-0.7	-4.0	-4	-2	-4.5	1.2
COc1ccc(NC(=O)Nc2nnc(-c3ccccc3F)s2)cc1	-21	-10	1	0.2	-4.2	9	-4	-3.5	0.6
O=c1[nH][nH]cc1C=Nc1ccccc1O	34	10	5	8.3	-2.7	-1	0	-3.8	0.8
COCCNC(=O)CCc1c(C)nc2c(c(C)nn2-c2ccc(C)c(C)c2)c1C	3	-13	-13	-0.5	1.2	-4	-37	0.4	2.1
CCN1CCC(NC(=O)Nc2cccc(C(F)(F)F)c2)CC1	58	-17	-15	0.7	-1.4	-5	6	-2.4	0.4
CCCn1c(N)c(C(=O)CSc2nc(C)cs2)c(=O)[nH]c1=O	-15	10	0	1.0	-1.8	-3	-8	-3.6	1.9
COc1ccc2c(c1OC)CCC2=O	0	-4	17	0.7	-0.2	-5	-3	-3.3	0.4
CN1CC(=O)N(CC(=O)Nc2cc(Cl)cc(Cl)c2)C1=O	4	4	13	1.4	-3.0	-5	1	-1.1	-0.1

Continued (three carried over from the part before).
SMILES	PHOSPHO1 block	GPR7 antag	NS3 helicase inh	OXTR agonist	VIM-2 inh	GalR3 antagonist	DNA FID counter	IMP-1 inhibitor	V1R ag counter
CCCn1c(N)c(C(=O)CSc2nc(C)cs2)c(=O)[nH]c1=O	-15	10	0	1.0	-1.8	-3	-8	-3.6	1.9
COc1ccc2c(c1OC)CCC2=O	0	-4	17	0.7	-0.2	-5	-3	-3.3	0.4
CN1CC(=O)N(CC(=O)Nc2cc(Cl)cc(Cl)c2)C1=O	4	4	13	1.4	-3.0	-5	1	-1.1	-0.1
Cn1c2ccccc2c(=O)c2c(O)cccc21	36	6	-3	-1.9	17*	9	2	0.1	0.3
Cc1cc(=O)[nH]c(SCC(=O)Nc2ccnc3ccccc23)n1	29	-6	4	-0.7	-4.8	-5	-5	-3.0	-0.3
Cc1ccc(NC(=O)C2CC(=O)N(Cc3ccccc3)C2)cc1S(=O)(=O)N1CCCCCC1 (stereo unspecified)	1	0	-14	-0.5	-3.4	-2	-36	-2.1	0.0
CCOc1ccc(Nc2ccc3nonc3c2[N+](=O)[O-])cc1	38	14	-6	-1.4	1.4	-10	-1	-1.8	-0.5
OCC1(Cc2ccccc2)CCCN(Cc2ccc(-c3ccco3)cc2)C1 (stereo unspecified)	33	-6	-7	0.8	-3.0	-7	9	-2.9	-1.1
OCCN1CCN(CC(O)COc2ccc(Cl)cc2)CC1 (stereo unspecified)	12	-7	1	1.2	-1.2	-2	-1	-4.7	1.1
Cc1ccc(NC(=O)Cn2cc([N+](=O)[O-])nc2C)cc1C	-46	-12	3	-0.4	-0.7	-8	2	-1.7	1.4
CCC(c1nnnn1C(C)(C)CC)N(CCCO)Cc1cc2cccc(C)c2[nH]c1=O (stereo unspecified)	-5	4	0	-1.4	-1.1	-3	0	-1.8	-1.4
O=C(CCCn1nnnc1CN1CCOCC1)N1CCC(c2ccc(F)cc2)C1 (stereo unspecified)	27	-9	14	-0.5	-2.8	-1	-21	-3.7	-0.2
CCc1ccccc1NC(=O)Nc1ccc(F)cc1F	4	-12	13	-0.7	-2.2	-5	-1	-3.1	-1.7
Cc1cc(N2C(=O)C(O)=C(C(=O)c3ccco3)C2c2cccc(Oc3ccccc3)c2)no1 (stereo unspecified)	12	-16	66*	6.5	-1.8	-5	-37	0.4	1.0
C=CCn1c(SCn2nnc3ccccc3c2=O)nnc1-c1ccc(F)cc1	39	-1	-2	-0.9	0.5	1	-18	-1.2	-0.3
CC1=C/C(=N\N=C2\NC(=O)C(CC(=O)Nc3ccccc3)S2)CC(C)(C)C1 (stereo unspecified)	48	-12	-1	2.4	-4.5	-2	-38	-3.4	1.2
Cc1ccc(S(=O)(=O)Nc2ccc(NC(=O)c3ccc(F)cc3)cc2)cc1	-20	5	-10	1.8	-1.2	-4	-3	-1.4	4.0
Cc1ccc(Nc2nc3ccccc3c(=O)[nH]2)cc1C	9	-3	-4	3.6	1.2	-2	2	-0.6	1.9
CCc1ccc(-c2cc(C)no2)cc1S(=O)(=O)N1CCN(c2ccc(OC)cc2)CC1	33	1	-14	-0.7	0.2	5	-25	-3.5	1.6
CC(C)Cn1c2c(c(O)c(C(=O)Nn3c(Cc4ccccc4)nc4ccccc4c3=O)c1=O)CCCC2	7	-16	-8	-1.3	-4.2	-4	-30	-2.7	0.3
CCOc1ccc(C2C(C(=O)c3ccco3)=C(O)C(=O)N2Cc2cccnc2)cc1OC (stereo unspecified)	-6	-12	2	0.8	-0.1	0	-14	-2.3	0.4
Cc1cccc(CSc2[nH]c(=O)ncc2C)c1	27	-4	24	-1.8	-1.9	-1	-24	-4.2	-0.5
COc1cccc(NC(=O)CCNC(=O)c2ccccc2Cl)c1	15	-12	-6	-0.6	-1.7	x	0	-1.9	0.7
CC(C)C(=O)N1CCC2(CC1)Oc1ccc(F)cc1C(=O)C21CC(c2ccc(Cl)cc2)=NO1 (stereo unspecified)	22	x	x	-2.1	x	-7	x	x	0.6
O=C(CO/N=C/c1ccc(Cl)cc1Cl)NNC(=O)c1cccc(Cl)c1	-11	-12	-3	-1.1	-3.5	-5	-4	-1.9	-1.1
CCOc1ccccc1/C=N/n1c(COc2ccccc2)n[nH]c1=S	-51	-10	19	-1.5	-4.4	-5	-26	-2.9	2.3
O=C(CSc1nc2ccccc2c(=O)n1CCCO)NCc1ccccc1	-6	-16	-5	0.7	-0.3	-3	-15	-0.9	-0.4
CC1Oc2ccccc2C=C1/C=N/NC(=O)c1ccccc1O (stereo unspecified)	4	9	1	14	-3.2	-3	2	-3.9	8.2

Next part
SMILES	PHOSPHO1 block	GPR7 antag	NS3 helicase inh	OXTR agonist	VIM-2 inh	GalR3 antagonist	DNA FID counter	IMP-1 inhibitor	V1R ag counter
CC(=O)Nc1ccc(/C=C/c2ccc3cccc([N+](=O)[O-])c3n2)cc1	33	-6	-4	1.0	0.8	-1	0	-1.4	0.5
Fc1ccccc1N1CCN(Cc2cc(-c3ccccc3)on2)CC1	x	-3	-12	-2.2	-3.6	-6	-24	-1.2	-0.5
CCOC(=O)C1=C(O)CSC1=Nc1cccc2ccccc12	-3	-9	-4	-2.2	-0.5	-1	-8	-5.3	-1.6
c1ccc(-c2nc(NCC3CCCO3)c3oc4ccccc4c3n2)cc1 (stereo unspecified)	51	-1	-3	-1.7	-2.5	-6	-11	-1.5	-0.4
CC1(C)Cc2ccccc2C2CC(O)C(=O)N21 (stereo unspecified)	47	2	0	0.5	-0.9	-5	-5	-2.5	1.3
CCN(C(=O)CSc1ccc2ccccc2n1)C1CCS(=O)(=O)C1 (stereo unspecified)	-55	-2	5	0.2	-1.5	-3	-7	-2.7	0.0
Cn1cnnc1Sc1ccc(C(=O)NCCC23CC4CC(CC(C4)C2)C3)cc1[N+](=O)[O-]	-3	3	-10	-2.1	-1.8	-5	-10	-3.0	-1.0
COc1cc2c(cc1OC)CN(C(=O)CSc1nnc(C)s1)CC2	-10	-18	-4	0.8	0.9	-5	-4	1.7	0.1
CCN1CCN(C(c2cccc(OC)c2OC)c2nnnn2Cc2ccco2)CC1 (stereo unspecified)	-6	-8	5	0.8	-3.2	-2	7	-2.3	0.0
COc1ccc(OCC(NS(=O)(=O)c2ccc(-n3cnnn3)cc2)C(C)C)cc1 (stereo unspecified)	7	9	0	4.0	-4.3	3	-21	-3.2	5.5
O=C(O)CCCc1c(-[n+]2ccccc2)[nH]c2ccccc12	28	-3	-1	0.1	-4.2	-6	12	-3.1	1.1
O=C(CSc1nncs1)NC(=O)NCc1ccccc1	21	-8	0	-0.7	-1.8	-8	1	-4.5	0.6
